NSD2 HMT inh = NSD2 (human) methyltransferase inhibition | AID 743445 | O96028 | inhibition, % at 12.5 µM | NSD2 peptide methylation, AlphaScreen, 120 min | 0.54% of 310,000 active; in the data active = inhibition above about 50%
CAL PDZ FP-1 = inhibitors of human CAL PDZ peptide binding. purified CAL PDZ, TMR-peptide fluorescence polarization, 1 h. 0.92% of 300,000 active. inhibition, % at 24.9 µM. Q9HD26. AID 602252;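 active = mean inhibition of at least 30% with at least half of replicates also reaching 30%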;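 also: 0% = DMSO neutral control and 100% = excess unlabeled competitor peptide PRC23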
dFosB act = mouse delta FosB homodimer activation; P13346; purified delta FosB, TAMRA-CDK5 oligo fluorescence polarization; percent of positive-control signal above neutral wells; activation, % at 25 µM; 0.99% of 340,000 active; AID 493131;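 active = mean activation above about 17%, with every replicate also reaching it, limit read from the data, passing the limit was not always enough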;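 also: fluorescence polarization rise as delta FosB binds a TAMRA Cdk5 AP-1 oligo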
Target sequence (P13346 whole entry, looked up): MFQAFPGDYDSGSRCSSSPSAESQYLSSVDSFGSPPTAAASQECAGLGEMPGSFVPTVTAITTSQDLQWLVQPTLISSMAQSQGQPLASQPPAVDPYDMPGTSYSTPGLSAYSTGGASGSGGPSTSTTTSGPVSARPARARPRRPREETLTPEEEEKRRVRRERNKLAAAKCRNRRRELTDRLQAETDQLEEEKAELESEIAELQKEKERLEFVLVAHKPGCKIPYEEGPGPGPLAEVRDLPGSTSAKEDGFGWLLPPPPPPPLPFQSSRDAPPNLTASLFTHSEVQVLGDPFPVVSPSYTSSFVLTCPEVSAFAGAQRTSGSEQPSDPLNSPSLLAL
SR-BI uptake up = activators of SR-BI mediated HDL lipid uptake; 0.096% of 320,000 active; activation, % at 12.5 µM; CHO ldlA[mSR-BI] cells, DiI-HDL uptake fluorescence, 3 h; 100 = double the neutral-control signal; AID 504775;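 active = mean replicate activation of at least 60% and every replicate at or above 60%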;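 also: 0% = median plate neutral-control signal and 100% = twice that signal; values of inactives mirror those of a sister screen read the other way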
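Material: SR-BI-overexpressing, LDLR-lacking CHO cells; schedule: compound exposure 3 h, 37 °C; reagent: DiI-labelled HDL at 10 µg/mL final; technique: bottom-read fluorescence, 550/595 nm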
Rtt109 HAT inh = blocks Candida albicans Rtt109/Vps75 acetyltransferase activity; Q5AAJ8; purified Rtt109/Vps75, ThioGlo CoA-SH fluorescence, 4 h; inhibition, % at 34.9 µM; 0.16% of 330,000 active;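 active = inhibition of at least 50% in every replicate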
Target sequence (Q5AAJ8 whole entry, looked up): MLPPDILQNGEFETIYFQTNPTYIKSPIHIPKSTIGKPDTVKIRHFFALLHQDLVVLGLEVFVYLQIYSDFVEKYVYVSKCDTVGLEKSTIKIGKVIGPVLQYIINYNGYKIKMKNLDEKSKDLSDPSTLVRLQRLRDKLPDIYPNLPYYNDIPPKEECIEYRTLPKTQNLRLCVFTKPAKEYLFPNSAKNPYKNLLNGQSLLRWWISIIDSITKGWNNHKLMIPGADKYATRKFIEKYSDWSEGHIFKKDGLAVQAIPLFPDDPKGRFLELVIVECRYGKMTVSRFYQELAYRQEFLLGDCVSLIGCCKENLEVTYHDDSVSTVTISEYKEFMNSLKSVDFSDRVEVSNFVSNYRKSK
PvdQ inh = blocks Pseudomonas aeruginosa PvdQ acylase activity | inhibition, % at 10 µM | purified PvdQ acylase, fluorescence plate reader | 0.063% of 340,000 active; in the data active = inhibition above about 30%, passing the limit was not always enough;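 also: 0% = vehicle neutral wells and 100% = reference inhibitor wells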
CAL PDZ FP-2 = blocks peptide binding to human CAL PDZ domain; purified CAL PDZ, TMR-peptide fluorescence polarization, 1 h; 0.02% of 330,000 active; inhibition, % at 20 µM; AID 504414; Q9HD26;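 active = highest replicate inhibition of at least 40%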;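 also: plate controls were DMSO neutral control wells for no effect and unlabeled competitor peptide control wells for full effect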
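Read-out basis: mP drop reported as inhibition | Assay system: Tagged CAL PDZ protein CerCALP, purified | Benchmarks: Unlabelled peptide for full inhibition, DMSO wells as neutral | Schedule: 1 h incubation at room temperature before polarization reading | Buffer or medium: Sodium phosphate/NaCl buffer pH 7.4 with TCEP, IgG, Thesit | Doses: Single point, 20 µM | Measured by: Fluorescence polarization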
MITF TRPM1 HTS = MITF TRPM1 promoter activation in melanoma cells; 0.75% of 300,000 active; activation, % at 12.5 µM; SK-MEL-5 TRPM1-promoter luciferase, 24 h; % of positive control, neutral wells = 0;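 active = mean activation of at least 80% with every replicate also reaching 80%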;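 also: 0% = neutral control wells and 100% = parthenolide positive control wells; values of inactives mirror those of a sister screen read the other way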
SR-BI DiI inh = inhibitors of mouse SR-BI mediated HDL lipid uptake. Q61009. 0.96% of 320,000 active. inhibition, % at 12.5 µM. ldlA[mSR-BI] CHO cells, DiI-HDL uptake fluorescence, 3 h;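 active = mean replicate inhibition of at least 70% and a set share of replicates each scoring 70 or more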;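 also: 0% = median of neutral control wells and 100% = median of positive control wells; values of inactives mirror those of a sister screen read the other way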
PfHsp90 yeast 2 = inhibits growth of yeast expressing Plasmodium falciparum Hsp90 | inhibition, % at 9.4 µM | AID 504621 | S. cerevisiae expressing PfHsp90, BacTiter-Glo ATP, 48 h; yeast lacking PDR1 and PDR3 efflux regulators | 0.32% of 310,000 active;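 active = every replicate shows inhibition above about 80%, whatever the replicate mean, limit read from the data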;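 also: 0% = DMSO neutral controls and 100% = 20 µM radicicol positive controls; yeast relying on Plasmodium falciparum Hsp90 in place of its own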
Starred values were filed as active, the others as inactive; nt = not tested or not shown. Rows were taken by chance. Share with any hit: about 4.3%.

SMILES | NSD2 HMT inh | CAL PDZ FP-1 | dFosB act | SR-BI uptake up | Rtt109 HAT inh | PvdQ inh | CAL PDZ FP-2 | MITF TRPM1 HTS | SR-BI DiI inh | PfHsp90 yeast 2
O=C1CC(c2ccccc2)CC(O)=C1C=NCc1ccncc1 (configuration not stated) | -2 | -3 | -3 | 13 | -3 | -4 | 0.7 | -2 | -13 | 8
O=C(O)C1CC(=O)N(c2ccc(F)c(F)c2)C1 (configuration not stated) | -1 | nt | -6 | 12 | 19 | 12 | 0.4 | -1 | -12 | 13
Cc1cccc2sc(N(CCCN(C)C)C(=O)CCc3ccccc3)nc12 | 11 | -3 | -45 | 5 | 58* | -23 | -4.8 | -30 | -5 | -10
Cc1cc(C(=O)N2CCN(c3ccccc3O)CC2)c(C)o1 | 0 | -2 | -2 | 19 | -11 | -8 | -1.8 | 29 | -19 | nt
O=C(CSc1nc2ccccc2c(=O)n1Cc1ccccc1)NCc1ccco1 | 1 | -1 | -12 | -2 | -1 | -11 | 0.3 | 11 | 2 | 0
CCOC(=O)c1nnn(-c2nonc2N)c1COc1ccc(F)cc1 | -1 | -2 | -12 | -4 | nt | 0 | -2.2 | nt | 4 | nt
CN(Cc1ccc2nonc2c1)Cc1nc(Cc2cccc(F)c2)no1 | -5 | 6 | 2 | -13 | -1 | 0 | 0.0 | -7 | 13 | 0
Cc1cc(C(=O)NNC(=O)COc2ccccc2Cl)n[nH]1 | 1 | -4 | -9 | 3 | 26 | 7 | -1.9 | -11 | -3 | -18
Nc1nonc1-n1nnc(C(=O)N/N=C/c2ccc(Cl)cc2Cl)c1CN1CCCC1 | nt | 4 | -8 | nt | -2 | 8 | -0.7 | nt | nt | -13
Cc1nc(-c2cccc(NC(=O)C3CCCCC3)c2)cs1 | -6 | 3 | -15 | nt | 1 | 1 | -0.9 | 2 | nt | -15
CCCCN(C(=O)c1cccc(N2C(=O)c3ccccc3C2=O)c1)c1c(N)n(CCCC)c(=O)[nH]c1=O | 1 | 1 | 15 | -9 | 6 | -27 | 0.4 | -1 | 9 | nt
CS(=O)(=O)N1CCN(c2ccc(NC(=S)NC(=O)c3ccccc3[N+](=O)[O-])cc2)CC1 | 2 | nt | -3 | -8 | -6 | -15 | 0.4 | -8 | 8 | -5
OC12CCCCC1C(c1ccc3c(c1)OCO3)N(Cc1ccc(F)cc1)CC2 (configuration not stated) | 2 | 0 | 3 | 6 | 20 | -8 | -1.4 | 2 | -6 | -20
COC(=O)c1sccc1-c1ccc(/C=N/OC(=O)c2cccs2)o1 | -2 | -2 | -26 | -6 | 15 | -12 | -2.2 | 22 | 6 | -7
COc1ccc(NC(=O)CSc2ccccc2)cc1S(=O)(=O)N1CCOCC1 | -1 | -2 | -5 | 8 | 7 | 3 | -2.0 | -10 | -8 | 37
Cc1nn(C)c(C)c1CNC(=O)/C=C/c1ccccc1F | 16 | -2 | 1 | 10 | -3 | -13 | -2.2 | 5 | -10 | 16
C/C(=N\NC(=O)c1ccncc1)C12CC3CC(CC(C3)C1)C2 | nt | -4 | -2 | 9 | -1 | 0 | -0.7 | -18 | -9 | -12
COc1ccc(CCN2C(=O)NC(NC(=O)CC(C)C)(C(F)(F)F)C2=O)cc1OC (configuration not stated) | -1 | -1 | -5 | -7 | -3 | -12 | -2.5 | -6 | 7 | 25
COc1ccc(NC(=O)CN(C)C(=O)c2ccc3ccccc3n2)cc1 | 0 | -8 | -7 | 6 | -3 | -3 | -1.9 | -22 | -6 | -1
Cc1cc(=O)n2c(sc3ccccc32)c1C#N | 5 | 4 | 2 | 20 | -7 | -3 | -1.3 | 17 | -20 | -19
O=S(=O)(c1ccc(S(=O)(=O)N2CCCC3(CCCCC3)C2)cc1)N1CCCCC1 | -6 | 9 | 3 | 37 | -4 | 5 | -0.6 | 8 | -37 | 6
CCOC(=O)C1=C(c2ccccc2)OC(N)=C(C#N)C1c1cccnc1 (configuration not stated) | nt | -1 | 2 | 11 | 6 | 9 | 0.8 | -4 | -11 | 5
Cn1nnnc1SCC(=O)Nc1ccccc1C(=O)NCc1ccccc1 | 0 | 1 | 0 | -6 | -7 | 1 | -1.6 | -11 | 6 | -47
CCCOc1ccc(C(=O)NCCO)cc1 | -1 | nt | -3 | 3 | -4 | 10 | -0.1 | nt | -3 | 23
CN(CC(=O)Nc1ccc(F)c(F)c1F)C(=O)c1nn(Cc2ccccc2)c(=O)c2ccccc12 | -1 | -4 | -16 | 5 | 1 | -14 | -0.6 | -1 | -5 | nt
O=C(CN(Cc1ccco1)C(=O)c1ccc(Cl)cc1)Nc1c(Cl)cc(Cl)cc1Cl | -3 | -1 | -18 | -53 | -8 | 15 | -0.1 | -8 | 53 | -8
NS(=O)(=O)c1ccc(NC(=O)COC(=O)c2ccc([N+](=O)[O-])s2)cc1 | nt | -9 | -3 | 14 | -1 | -10 | 0.1 | -9 | -14 | 6
COC(=O)c1sc2nc3c(cc2c1N)COC(C)(C)C3 | -4 | -1 | 1 | 170* | nt | -11 | -3.0 | 67 | -170 | 13
Cc1cc(NS(=O)(=O)c2ccc(NS(=O)(=O)c3cc(C)c(Cl)cc3Cl)cc2)no1 | 1 | -8 | -5 | 28 | 0 | -11 | -0.8 | -1 | -28 | 5
Cc1cccn2c(=O)c3cc(S(=O)(=O)c4ccc(Br)cc4)c(=N)n(C4CCCC4)c3nc12 | -3 | -8 | -9 | 6 | -11 | -4 | -0.2 | -6 | -6 | -21

In the list so far, 3 have a thiophene ring, fused or not:
SMILES | NSD2 HMT inh | CAL PDZ FP-1 | dFosB act | SR-BI uptake up | Rtt109 HAT inh | PvdQ inh | CAL PDZ FP-2 | MITF TRPM1 HTS | SR-BI DiI inh | PfHsp90 yeast 2
COC(=O)c1sccc1-c1ccc(/C=N/OC(=O)c2cccs2)o1 | -2 | -2 | -26 | -6 | 15 | -12 | -2.2 | 22 | 6 | -7
NS(=O)(=O)c1ccc(NC(=O)COC(=O)c2ccc([N+](=O)[O-])s2)cc1 | nt | -9 | -3 | 14 | -1 | -10 | 0.1 | -9 | -14 | 6
COC(=O)c1sc2nc3c(cc2c1N)COC(C)(C)C3 | -4 | -1 | 1 | 170* | nt | -11 | -3.0 | 67 | -170 | 13

3 of the compounds above, with values under each structure.
Each structure is followed by: NSD2 HMT inh	CAL PDZ FP-1	dFosB act	SR-BI uptake up	Rtt109 HAT inh	PvdQ inh	CAL PDZ FP-2	MITF TRPM1 HTS	SR-BI DiI inh	PfHsp90 yeast 2
COC(=O)c1sc2nc3c(cc2c1N)COC(C)(C)C3
  -4	-1	1	170*	nt	-11	-3.0	67	-170	13
Cc1cc(NS(=O)(=O)c2ccc(NS(=O)(=O)c3cc(C)c(Cl)cc3Cl)cc2)no1
  1	-8	-5	28	0	-11	-0.8	-1	-28	5
Cc1cccn2c(=O)c3cc(S(=O)(=O)c4ccc(Br)cc4)c(=N)n(C4CCCC4)c3nc12
  -3	-8	-9	6	-11	-4	-0.2	-6	-6	-21

Next section
SMILES | NSD2 HMT inh | CAL PDZ FP-1 | dFosB act | SR-BI uptake up | Rtt109 HAT inh | PvdQ inh | CAL PDZ FP-2 | MITF TRPM1 HTS | SR-BI DiI inh | PfHsp90 yeast 2
Cc1ccc(NC(=O)CCN2CCN(CCO)CC2)cc1Br | nt | nt | 1 | 9 | 14 | -3 | -0.7 | 8 | -9 | -2
O=c1c2ccccc2[nH]c(=S)n1CCN1CCN(Cc2ccccc2)CC1 | 2 | -3 | -2 | 26 | -1 | -3 | -1.4 | nt | -26 | -8
O=C(CN1CCOCC1)NCC12CC3CC(CC(C3)C1)C2 | 16 | 5 | -1 | 20 | 14 | 5 | 0.3 | -3 | -20 | -24
CCN1CCN(S(=O)(=O)c2ccc(Cl)c(C(=O)Nc3ccc(OC(F)F)cc3)c2)CC1 | -3 | -4 | -13 | -8 | 2 | -12 | -2.1 | -5 | 8 | -22
CCOc1ccc(S(=O)(=O)N(CCO)CCO)cc1-c1nc2c(C(C)(C)C)nn(C)c2c(=O)[nH]1 | 1 | -7 | -6 | 18 | 3 | -10 | -2.3 | 19 | -18 | -21
COc1ccc(NS(=O)(=O)c2cc(C(=O)N(C)CCc3ccccn3)ccc2Cl)cc1 | 4 | -1 | -12 | 8 | -4 | -8 | -2.7 | -8 | -8 | nt
CN(C)CCCN(C(=O)c1ccc2c(c1)CCCC2)c1nc2ccc(Cl)cc2s1 | -2 | 0 | 6 | -29 | 1 | 4 | -5.4 | 20 | 29 | -4
Cc1cc(C)n(-c2nc3sc4c(c3c3nnc(SCC(N)=O)n23)CC(C)(C)OC4)n1 | 0 | -2 | -4 | 10 | 7 | 6 | -0.8 | -3 | -10 | 3
Nc1ccc(C(=O)N2CCCC2)cc1CS(=O)(=O)c1ccc(Cl)cc1 | 11 | 0 | -1 | 4 | 7 | -9 | 0.1 | 0 | -4 | 8
CC(C)(O)[C@H](O)COc1c2occc2cc2ccc(=O)oc12 | nt | -2 | -7 | 5 | -2 | -5 | -1.0 | 0 | -5 | 7
Nc1ncnc2nc(SCC(=O)Nc3cccc(C(F)(F)F)c3)[nH]c12 | 2 | -8 | -3 | 23 | -6 | -16 | -3.1 | -6 | -23 | -29
CC(=O)c1cccc(NC(=O)NCc2cccnc2)c1 | -1 | -5 | -5 | -10 | -6 | -6 | -1.6 | -3 | 10 | nt
Cc1cc(C(=O)N/N=C/c2ccc([N+](=O)[O-])s2)c2ccccc2n1 | 3 | -2 | -2 | -15 | 2 | -5 | 0.7 | -58 | 15 | -2
O=C(CSc1nnc(-c2cccs2)n1-c1ccccc1)NCc1ccc2c(c1)OCO2 | 7 | 2 | -3 | -11 | 3 | 16 | -0.1 | 9 | 11 | -9
COC(=O)c1c(NC(=O)CC2SC(N)=NC2=O)sc2c1CCC(C)C2 (configuration not stated) | 2 | -3 | 1 | 11 | 3 | -2 | -4.1 | 5 | -11 | -6
O=C(NN=C1CCCC1)c1cc(O)cc(O)c1 | 3 | -5 | -1 | 16 | 7 | 2 | 1.0 | 8 | -16 | -2
O=C1CC[C@@H](CN(Cc2ccccn2)Cc2nc(-c3ccc(C(F)(F)F)cc3)no2)N1 | -5 | -8 | -9 | nt | -14 | -11 | -3.6 | -4 | nt | -5
COc1ccc2c(c1)CCCC21NC(=O)NC1=O (configuration not stated) | -2 | -4 | 0 | 4 | 2 | -18 | -2.5 | 1 | -4 | 9
Cn1c(SCC(=O)NCc2ccc3c(c2)OCO3)nnc1-c1cc2ccccc2cc1O | 0 | -3 | 0 | -13 | -13 | 6 | -1.5 | nt | 13 | 18
O=C(O)c1cc(-c2ccccc2)nc(-c2ccccc2)c1 | 3 | -4 | -2 | 13 | 0 | -9 | -2.4 | -3 | -13 | 0
COc1cc2c(cc1NC(=O)C(C)N1CCN(S(=O)(=O)c3ccc(C)c(C)c3)CC1)oc1ccccc12 (configuration not stated) | nt | -7 | -1 | -35 | -9 | 1 | 0.4 | 10 | 35 | -13
CCOC(=O)N1CCN(C(=O)COc2ccccc2[N+](=O)[O-])CC1 | 1 | -8 | -3 | nt | -1 | -8 | -2.3 | -6 | nt | 8

High-throughput results from PubChem BioAssay.
